High-throughput results deposited in PubChem by National Center for Advancing Translational Sciences (NCATS).
FEN1 inh: inhibitors of human flap endonuclease 1; P39748; Recombinant FEN1 flap cleavage, fluorescence, 15 min; Potency, µM (top dose mostly 114 µM), inactives show top-dose activity change, negative = inhibition, usual class: inhibitors; 390,000 tested, 0.35% active; note: nearly all actives have a fitted effect of over 65% in size
Target sequence (P39748 whole entry, looked up): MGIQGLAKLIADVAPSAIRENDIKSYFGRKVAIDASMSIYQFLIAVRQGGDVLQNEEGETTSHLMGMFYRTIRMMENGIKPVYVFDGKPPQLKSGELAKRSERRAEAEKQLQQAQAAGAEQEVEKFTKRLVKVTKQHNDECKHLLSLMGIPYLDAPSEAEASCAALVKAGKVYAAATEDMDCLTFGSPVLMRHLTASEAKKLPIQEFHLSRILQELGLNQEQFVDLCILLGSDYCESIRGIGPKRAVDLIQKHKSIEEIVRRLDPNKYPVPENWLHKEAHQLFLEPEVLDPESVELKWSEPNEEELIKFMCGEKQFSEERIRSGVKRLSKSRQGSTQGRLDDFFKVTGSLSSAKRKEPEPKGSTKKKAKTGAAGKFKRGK
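FEN1 at 10 nM preincubated with compounds 15 min at room temperature, then flap DNA substrate added at 50 nM final. Signal read at 0 and 15 min; concentration-response fitted with four-parameter Hill equation.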
N370S GC: inhibits or activates N370S mutant glucocerebrosidase; Potency, µM (top dose mostly 59.4 µM), for inactives: top-dose activity change, negative = inhibition, usual class: inhibitors; AID 2101; N370S GC spleen homogenate, 4MU-glucoside fluorescence; 330,000 tested, 0.092% active;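 note: 0% = full enzyme activity and -100% = no enzyme basal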
TDP1 block: TDP1 (human) enzyme inhibition; AID 485290; recombinant TDP1, AlphaScreen DNA substrate cleavage; Q9NUW8; Potency, µM (titrated, usually from 130 µM), for inactives: at the highest dose activity change, negative = inhibition, usual class: inhibitors; 350,000 tested, 0.28% active; note: nearly all actives have a fitted effect of over 40% in size
Target sequence (Q9NUW8 whole entry, looked up): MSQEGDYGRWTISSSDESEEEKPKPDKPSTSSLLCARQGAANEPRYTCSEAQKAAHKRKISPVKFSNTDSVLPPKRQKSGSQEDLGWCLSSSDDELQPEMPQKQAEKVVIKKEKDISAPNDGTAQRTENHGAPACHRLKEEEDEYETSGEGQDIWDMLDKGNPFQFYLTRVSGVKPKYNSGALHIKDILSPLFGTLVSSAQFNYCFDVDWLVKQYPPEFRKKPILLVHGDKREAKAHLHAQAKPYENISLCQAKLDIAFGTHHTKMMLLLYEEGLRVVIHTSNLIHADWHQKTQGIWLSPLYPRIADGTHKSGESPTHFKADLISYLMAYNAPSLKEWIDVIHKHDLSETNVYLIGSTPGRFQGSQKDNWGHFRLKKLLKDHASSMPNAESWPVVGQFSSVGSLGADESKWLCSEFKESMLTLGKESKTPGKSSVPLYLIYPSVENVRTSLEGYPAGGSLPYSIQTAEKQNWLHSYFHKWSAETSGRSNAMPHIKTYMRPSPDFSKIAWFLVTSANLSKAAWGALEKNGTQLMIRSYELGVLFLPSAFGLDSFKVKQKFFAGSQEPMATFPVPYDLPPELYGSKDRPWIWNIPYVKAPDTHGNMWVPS
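Tdp1 1 nM final; 15 min RT w/ cpd; substrate 15 nM, 5 min; beads 10 ug/ml, 10 min; AlphaScreen read. Neg ctrl: no enzyme.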
Active calls of the source: *; ? = inconclusive; / = not tested or not shown; & = joins results of further samples; [ ] = remark or other dose. Calls come from the whole dose curve; as a rule, active = well fitted curve in the direction sought with a large enough effect; inconclusive = small, poorly fitted or top-dose-only effect, or another doubt; inactive = no such curve, though single readings can be large; an effect the other way counts as inactive or inconclusive. Unless noted, % is set by controls: 0 for no effect and ±100 for the full control effect; potency is the fitted concentration of half-maximal effect.

Sample of the layout, 6 compounds:
FEN1 inh,N370S GC,TDP1 block,Compound
3%,-2%,/,CCOc1ccc(N2C(=O)CC(SCc3nc4ccccc4[nH]3)C2=O)cc1 (stereo not given)
7%,5%,-4%,Cc1cc(C(=O)CSc2nnc(CCC(N)=O)n2C)c(C)n1C1CC1
-3%,1%,4%,COCCn1c(=S)[nH]c2cc(C(=O)N(CCO)Cc3ccccc3)ccc2c1=O
-6%,7%,8%,O=S1(=O)N=C(N(CCO)/N=C/c2ccncc2)c2ccccc21
-9%,/,-5%,Cc1cccc(NC(=O)Cn2nnc(C(=O)NCc3cccs3)c2N)c1
-17%,30%,-3%,COc1ccc(/C=N/n2cnn(Cc3ccccc3Cl)c2=S)cc1

This part in full, from the start:
FEN1 inh,N370S GC,TDP1 block,Compound
3%,-2%,/,CCOc1ccc(N2C(=O)CC(SCc3nc4ccccc4[nH]3)C2=O)cc1 (stereo not given)
7%,5%,-4%,Cc1cc(C(=O)CSc2nnc(CCC(N)=O)n2C)c(C)n1C1CC1
-3%,1%,4%,COCCn1c(=S)[nH]c2cc(C(=O)N(CCO)Cc3ccccc3)ccc2c1=O
-6%,7%,8%,O=S1(=O)N=C(N(CCO)/N=C/c2ccncc2)c2ccccc21
-9%,/,-5%,Cc1cccc(NC(=O)Cn2nnc(C(=O)NCc3cccs3)c2N)c1
-17%,30%,-3%,COc1ccc(/C=N/n2cnn(Cc3ccccc3Cl)c2=S)cc1
0%,3%,5%,COP(=O)(OC)C(Nc1ccc(C)cc1)c1ccc([N+](=O)[O-])cc1 (stereo not given)
-16%,/,-6%,O=C(CSc1nc2c(oc3ccccc32)c(=O)[nH]1)Nc1cccc(Cl)c1
/,16%,-7%,O=[N+]([O-])/C(=C\Nc1ccccc1Cl)S(=O)(=O)c1ccccc1
13%,-1%,4%,O=C(O)CCN1CCc2ccccc2C1c1ccncc1 (stereo not given)
-14%,-1%,8%,CCOc1cc(C=O)cc(N=Nc2cccc([N+](=O)[O-])c2)c1O
-2%,-1%,3%,CC(C)COc1ccc2[nH]c3c(c2c1)CCCC3=O
-6%,/,1%,CCc1ccc(S(=O)(=O)c2cn(Cc3ccccc3)c3cc(F)c(F)cc3c2=O)cc1
-7%,1%,0%,COc1ccc(CCNC(=O)C2CC3Cn4c(nc5cc6ccccc6cc54)C3N2C)cc1 (stereo not given)
-11%,-8%,-4%,CN(C)/C=C(\C#N)C(=O)c1cccnc1Oc1ccc(F)cc1F
-10%,-8%,3%,O=C(O)/C=C\c1ccccc1Oc1cccc(Cl)c1
-3%,-1%,8%,O=C(OCC(=O)N1CCCC1)c1ccc(NS(=O)(=O)c2cccs2)cc1O
11%,0%,10%,O=C(COC(=O)C1CCC(N2C(=O)C3C4CCC(C4)C3C2=O)CC1)c1ccc(F)cc1 (stereo not given)
23%,18%,-1%,O=C(Oc1ccc2ccc(=O)oc2c1)c1cccs1
10%,/,-2%,CCCN(C(=O)c1cn(C)c(=O)c2cc(OC)c(OC)cc12)c1ccc(CC)cc1
-20%,/,6%[56.1 µM],COc1cc(OC)cc(-c2sc3ccc(OC)cc3c2-c2ccc(OCCN3CCCCC3)cc2)c1
-3%,-2%,8%,O=C(N/N=C/c1cccs1)C1COc2ccccc2O1 (stereo not given)
-9%,-12%,0%,CN(c1ccccc1)S(=O)(=O)c1cccc(C(=O)Nc2ccc(N3CCOCC3)cc2)c1
-7%,/,4%,CCOc1cc(NC(=S)NCc2ccco2)c(OCC)cc1NC(C)=O

A draw from above in order of number of heavy atoms, rising:
FEN1 inh,N370S GC,TDP1 block,Compound
23%,18%,-1%,O=C(Oc1ccc2ccc(=O)oc2c1)c1cccs1
-7%,/,4%,CCOc1cc(NC(=S)NCc2ccco2)c(OCC)cc1NC(C)=O
-3%,-1%,8%,O=C(OCC(=O)N1CCCC1)c1ccc(NS(=O)(=O)c2cccs2)cc1O
10%,/,-2%,CCCN(C(=O)c1cn(C)c(=O)c2cc(OC)c(OC)cc12)c1ccc(CC)cc1
11%,0%,10%,O=C(COC(=O)C1CCC(N2C(=O)C3C4CCC(C4)C3C2=O)CC1)c1ccc(F)cc1 (stereo not given)
-20%,/,6%[56.1 µM],COc1cc(OC)cc(-c2sc3ccc(OC)cc3c2-c2ccc(OCCN3CCCCC3)cc2)c1

Further structures
FEN1 inh,N370S GC,TDP1 block,Compound
6%,3%,7%,C=CCn1c2ccccc2c2nnc(SCC(=O)Nc3c(C)n(C)n(-c4ccccc4)c3=O)nc21
1%,6%,1%,CCCCNC(=O)/C(C#N)=C/c1ccc(F)cc1F
-4%,6%,/,CN(CC(=O)Nc1ccccc1)CC(=O)Nc1ccccc1Cl
-6%,3%,3%,CCOC(=O)c1ccc(NS(=O)(=O)c2cc(C)ccc2OC)cc1
0%,8%,4%,O=C(/C=C/c1cccc2ccccc12)NCCC1=CCCCC1
-10%,0%,-3%,O=C(N/N=C/c1ccco1)c1cnccn1
-2%,5%,2%,Cc1ccc(C(=O)N(CN2CCCC2=O)c2ccccc2)cc1C
8%,2%,4%,O=S(=O)(c1ccccc1)N1CCN(c2ncccn2)CC1
-7%,7%,/,O=c1oc(-c2ccccc2)cc(Cl)c1Cl
7%,-1%,-1%,Cc1cccc(C(=O)NNc2ncnc3c2cnn3C)c1
2%,/,-12%,O=C1CCCN1CCNC(=S)Nc1ccccc1
-13%,/,3%,CCOc1ccccc1CNC(=O)c1ccc2nc(CCc3ccccc3)oc2c1
-17%&-12%,?,-3%,O=C1CC(=O)Nc2cc(S(=O)(=O)N3CCOc4ccc(Cl)cc43)ccc2N1
?,-14%,0%,c1ccc(-c2noc(CN3CCN(C(c4ccccc4)c4ccccc4)CC3)n2)cc1
-3%,1%,3%,CC(=O)c1ccc(NC(=O)C(C)N2CCN(C/C=C/c3ccccc3)CC2)cc1 (stereo not given)
0%,-1%,3%,Cc1cc(NC(=O)c2ccccc2Oc2ccccc2)no1
5%,?,/,Cc1ccccc1SCC(=O)Nc1cc(S(=O)(=O)N2CCOCC2)ccc1N1CCOCC1
3%,-3%,-5%,CC(C)C(=O)Nc1nnc(NC(=S)Nc2ccccc2)s1
-6%,7%,-2%,C=C(C)CSc1nnc([C@@H]2CCCN2C(=O)OC(C)(C)C)o1
-5%,14%,-3%,Cc1c(C(=O)N2CCC(Cc3ccccc3)CC2)sc2ncnc(N3CCC(C)CC3)c12
10%,1%,6%,O=C(Nc1ccc(S(=O)(=O)N2CCCC2)cc1)N1c2ccccc2Sc2ccccc21
-3%,5%,3%,Cc1ccc(C(C(=O)NCc2ccco2)N(C(=O)CNC(=O)c2cccs2)c2c(C)cc(C)cc2C)cc1 (stereo not given)
1%,0%,8%,CCC1(c2ccc(F)cc2)NC(=O)N(CC(=O)c2cc(C)n(C3CC3)c2C)C1=O (stereo not given)
-8%,4%,5%,CCCOC(=O)/C(=C\C=C\c1ccco1)NC(=O)c1ccccc1
/,-2%[2.35 µM],3%,COC(=O)c1ccc(-c2ccc(C(=O)N3CCCN(C)CC3)cc2)cc1
0%,5%,4%,Cc1ccc(-c2nn3c(C)nnc3c3ccccc23)cc1S(=O)(=O)NCc1ccccc1
-2%,2%,0%,CCCCn1c(N)c(N(CC(C)C)C(=O)c2cccc(S(=O)(=O)N3CC(C)OC(C)C3)c2)c(=O)[nH]c1=O (stereo not given)
20%,-7%,-4%,COc1cccc2c(=O)n(CC(=O)NC3CCCC3)ccc12
7%,3%,7%,O=C(NC1CC2CCCC(C1)N2C(=O)Nc1ccccc1)c1ccncc1 (stereo not given)
-1%,/,7%,CCCCOc1ccc(C(=O)NCCS(=O)(=O)N2CCN(c3ccc(F)cc3)CC2)cc1
1%,12%,/,Cc1ccc(OCC(=O)NNC(=O)c2cc3ccccc3o2)cc1C
6%,2%,2%,Cc1nn(Cc2ccccc2)c(C)c1CCC(=O)O
10%,1%,-5%,O=C(CCC1CCCN(C2C3CC4CC(C3)CC2C4)C1)NCc1ccc(F)c(F)c1 (stereo not given)
-1%,/,0%,O=C(COC(=O)C12CC3CC(CC(C3)C1)C2)NNC(=O)c1ccccc1
16%,3%,1%,Cc1[nH]c(C)c(S(=O)(=O)NCc2ccc(OC(C)C)cc2)c1C(=O)N1CCCC1
-8%,/,7%,CCOc1ccc(NC(=O)c2cc3c(=O)n(Cc4cccs4)ccc3nc2C)cc1
5%,9%,0%,CCCCCC(=O)Nc1ccc2oc(-c3cccnc3)nc2c1
-2%,/,2%,Cc1cccc(C(=O)NCC(=O)N2CCN(S(=O)(=O)c3ccc4c(c3)OCCO4)CC2)c1
-17%,?,3%,C=CCn1c(N)c(C(=O)OC(C)CC)c2nc3ccccc3nc21 (stereo not given)
1%,-2%,3%,COc1ccc2c(CC(=O)Nc3nc(C)cs3)coc2c1
-4%,/,6%,CC(C)(C)C(=O)Nc1ccccc1C(=O)OCc1cc(=O)n2ccsc2n1
21%,/,5%,Oc1c(C(c2ccccc2)N2CCN(Cc3ccccc3)CC2)sc2nc(-c3ccco3)nn12 (stereo not given)
-1%,-12%,-5%,CSc1nsc(SC)c1NC(=O)N1CCCCC1
-6%,?,5%,COCCCn1c(=N)c(C(=O)NCC2CCCO2)cc2c(=O)n3cccc(C)c3nc21 (stereo not given)
-7%,1%,1%,CSc1ccc(/C=N/NC(=O)c2cc(O)cc(O)c2)cc1
8%,-28%,/,COc1ccc(-c2c(C)nn3c(N4CCCCCC4)cc(C)nc23)cc1OC
-3%,-12%,/,O=C1CNC(=O)/C(=C\c2ccccc2)N1
-1%,-5%,5%,CC(C)(C)c1ccc(C(=O)NNc2cc(Cl)cc(Cl)c2)cc1
-1%,-12%,/,C=CCNCc1cc(=O)n2c(-c3ccccc3)csc2n1
-2%,-3%,/,O=P(c1ccccc1)(c1ccccc1)c1ccc(O)cc1
-17%,0%,/,COc1cccc(NC(=O)C2COc3ccccc3O2)c1 (stereo not given)
16%,1%,0%,COc1ccc(-c2cn3cc(Br)cnc3n2)cc1
-12%,?,5%,CN(CCC#N)C(=O)COC(=O)c1cc(Cl)cc(Cl)c1N
5%,/,4%,O=c1c2ccccc2n(Cc2ccccc2F)c(=O)n1-c1cccc(F)c1
11%,-1%,2%,CC1(C)Cc2c(c(=S)nc(-c3ccccc3)n2CCN2CCOCC2)CO1
5%,/,6%,COc1ccc(N2C(=O)CSC23C(=O)N(C)c2ccccc23)cc1Cl (stereo not given)

(more compounds)
FEN1 inh,N370S GC,TDP1 block,Compound
15%,18%,5%,O=C1c2ccccc2C(Nc2ccc(S(=O)(=O)N3CCCCCC3)cc2)N1Cc1ccco1 (stereo not given)
-16%,7%,7%,C=C(C)COc1ccc(-c2nc(N)ncc2Oc2ccccc2OCC)c(O)c1
-7%,8%,1%,Cc1ccccc1C(=O)c1cccn1CC(=O)NCCC1=CCCCC1
-24%,5%,16%,Cc1ccc(S(=O)(=O)NC(=O)Nc2ccc(N(C)C)cc2)cc1
-11%,-11%,3%,O=C(Cn1nnc(-c2cccs2)n1)N1CCc2ccccc2C1
12%,-10%,6%,CCOC(=O)N1CCN(CC(=O)Nc2ccc(F)cc2)CC1
20%,/,1%,COc1ccc(OC)c(S(=O)(=O)NCC(=O)NC2CCCCCC2)c1
/,4%,6%,CCCCCCn1c(=O)c(-c2nc3ccccc3c(=O)[nH]2)c(O)c2ccccc21
7%,5%,-5%,Cc1ccc(S(=O)(=O)NCC2CCC(C(=O)NCc3ccco3)CC2)cc1 (stereo not given)
17%,/,0%,O=[N+]([O-])c1ccccc1S(=O)(=O)N1CCN(S(=O)(=O)c2ccc3c(c2)OCCO3)CC1
0%,-2%,/,COc1ccc(OC)c(NC(=O)[C@@]2(CC(=O)O)CC(/C=C/c3ccccc3)=NO2)c1
17%,/,5%,COc1ccc(NC(=O)CN2C(=O)C(c3ccc(C(C)(C)C)cc3)=NC2(C)C)cc1Cl
14%,-4%,2%,COc1ccc(S(=O)(=O)NC(CC(=O)NCc2ccco2)c2ccco2)cc1 (stereo not given)
-28%,/,-7%,CCc1nc2c(cnn2-c2ccc(C)cc2)c(=O)n1Cc1ccccc1
8%,1%,9%,CC(=O)Nc1ccc(OS(=O)(=O)c2c(C)cc(C)cc2C)cc1
17%,-8%,-1%,CC(C)(O)CNC(=O)Nc1ccc(Cl)c(Cl)c1
-11%,2%,-5%,CCOc1ccc(Cc2onc3c2C(=O)CC(C)(C)C3)cc1OCC
5%,27%,-4%,O=C(Nc1cc(C(F)(F)F)ccc1Cl)C(Sc1ccccn1)c1ccccc1 (stereo not given)
6%,3%,5%,Cc1ccc(S(=O)(=O)N(C)Cc2ccc(-c3nnc4n3CCC4)cc2)cc1
-2%&-8%,?,-3%,Cc1cc(C)cc(NC(=O)C2CCCN2S(=O)(=O)c2ccc3c(c2)C(C)(C)C(=O)N3C)c1 (stereo not given)
-2%,1%,5%,CC(=O)Nc1cc(NC(C)=O)cc(C(=O)OCC(=O)N2CC(C)OC(C)C2)c1 (stereo not given)
-5%,12%,3%,CC(=O)C1=C(O)C(=O)N(c2ccc(C)cc2)C1c1ccc([N+](=O)[O-])cc1 (stereo not given)
-9%,17%,-3%,COn1c(-c2ccccc2)c(C=O)c2ccccc21
